CYP2C9 act = CYP2C9 (human) activation; recombinant CYP2C9, luciferin-H conversion, luminescence; hits give high values; factor 1 = untreated enzyme, 0 = blocked; hit rate 1.4% among 96,000; P11712; activation factor at 5 µM;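 active = activation factor of 2 or more for CYP2C9 at a 5 µM dose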;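 also: 0 = sulfaphenazole-blocked wells and 1 = vehicle-only wells; values of inactives mirror those of a sister screen read the other way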
Target sequence (P11712 whole entry, looked up): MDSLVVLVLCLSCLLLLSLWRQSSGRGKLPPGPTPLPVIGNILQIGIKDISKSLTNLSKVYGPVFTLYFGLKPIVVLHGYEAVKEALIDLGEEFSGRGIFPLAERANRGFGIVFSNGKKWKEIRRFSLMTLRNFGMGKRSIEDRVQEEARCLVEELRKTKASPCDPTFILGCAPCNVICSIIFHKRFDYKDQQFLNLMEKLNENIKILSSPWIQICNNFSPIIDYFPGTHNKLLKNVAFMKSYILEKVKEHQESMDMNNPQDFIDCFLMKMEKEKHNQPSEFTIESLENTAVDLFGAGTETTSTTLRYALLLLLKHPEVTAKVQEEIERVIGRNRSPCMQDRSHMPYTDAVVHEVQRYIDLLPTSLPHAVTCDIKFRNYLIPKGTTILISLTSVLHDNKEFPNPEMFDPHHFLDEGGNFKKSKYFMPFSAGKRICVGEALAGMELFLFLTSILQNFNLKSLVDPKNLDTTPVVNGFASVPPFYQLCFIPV
CYP2C19 act = increases human CYP2C19 enzyme activity | 96,000 tested, under 10 active | recombinant CYP2C19, luciferin-H EGE luminescence; hits give high values; 0 = fully inhibited enzyme, 1 = untreated enzyme | AID 1025 | activation factor at 5 µM;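 active = activation factor of at least 2 at 5 µM in the primary screen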;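 also: 0 = wells with 2.5 mM tranylcypromine and 1 = vehicle-only wells; values of inactives mirror those of a sister screen read the other way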
Target sequence (P33261 whole entry, looked up): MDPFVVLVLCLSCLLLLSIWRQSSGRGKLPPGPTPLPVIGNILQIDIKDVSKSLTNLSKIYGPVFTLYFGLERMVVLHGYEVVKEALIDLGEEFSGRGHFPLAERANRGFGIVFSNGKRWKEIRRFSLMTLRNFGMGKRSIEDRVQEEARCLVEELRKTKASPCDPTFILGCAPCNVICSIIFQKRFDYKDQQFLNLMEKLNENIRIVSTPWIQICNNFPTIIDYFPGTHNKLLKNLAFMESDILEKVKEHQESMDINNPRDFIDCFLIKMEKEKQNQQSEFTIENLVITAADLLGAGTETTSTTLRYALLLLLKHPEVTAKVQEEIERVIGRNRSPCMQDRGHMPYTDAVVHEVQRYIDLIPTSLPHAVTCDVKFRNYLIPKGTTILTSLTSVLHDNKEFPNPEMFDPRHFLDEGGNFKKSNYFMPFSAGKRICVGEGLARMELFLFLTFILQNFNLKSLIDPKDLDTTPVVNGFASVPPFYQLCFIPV
CYP2C19 inhib = blocks human cytochrome P450 2C19; P33261; CYP2C19 Supersomes, luciferin-H EGE luminescence, 30 min; inhibition, % at 5 µM; hit rate 21% among 96,000;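 active = CYP2C19 inhibition above a set limit at 5 µM in the primary screen, cut at about 50% in these data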;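 also: plate controls were negative control wells for no effect and 2.5 mM tranylcypromine positive control for full effect; values of inactives mirror those of a sister screen read the other way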
Pyk2 oligo antag = blocks oligomerization of human Pyk2 in cells; Q293 cells, Pyk2 FERM NanoBiT luminescence; hits give low values; z-score (the deposit names both 25 µM and 10 µM); hit rate 0.83% among 99,000; AID 1347419;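 active = Z-score of -3 or lower, scaled per plate to the spread of control and sample wells; inactive = z-score above -3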;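 also: negative z-score means lost luminescence so less FERM oligomerization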
CYP2C9 inh = human CYP2C9 inhibition. P11712. CYP2C9 Supersomes, luciferin-H conversion, luminescence. inhibition, % at 5 µM. hit rate 20% among 96,000;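 active = blocking of liver enzyme CYP2C9 beyond about 50% at 5 µM, limit read from the data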; also: values of inactives mirror those of a sister screen read the other way
Mac1 fbg inh = inhibitors of human CD11b/CD18 binding to fibrinogen | K562 CD11b/CD18 adhesion to fibrinogen, ATPlite luminescence; Mn2+ added to activate the integrin | inhibition, % at 10 µM | hit rate 0.54% among 93,000 | AID 1497;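 active = primary inhibition of 50% or more at 10 µM, then 40% or more on retest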; also: some results filed as inactive read as strong as hits
MT1-MMP txn act = MT1-MMP promoter transcription activation; hit rate 0.16% among 86,000; activation factor at 10 µM; HT1080 MT1-MMP promoter luciferase reporter, luminescence, overnight; hits give high values;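 active = activation factor of at least 2 for MT1-MMP transcription at 10 µM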
PLAP act = activators of human placental alkaline phosphatase. hit rate 1.2% among 96,000. activation fold at 20 µM. P05187. purified PLAP enzyme, luminescent substrate read-out; hits give high values; in the data active = activation fold above about 2
Mac1 fbg enh = CD11b/CD18-fibrinogen binding enhancement. P05107+P11215. K562 CD11b/CD18 adhesion to fibrinogen, ATPlite luminescence. activation, % at 10 µM. hit rate 0.07% among 93,000. AID 1499;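 active = 10 µM primary screen giving 50% or more activity, confirmed by 40% or more on retest at that dose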; also: strong numbers were not always called active; reference of the scale not given here
An asterisk follows results filed as active; . = no result given. An unsorted share of the library. Share with any hit: about 31%.

Screens in order: CYP2C9 act | CYP2C19 act | CYP2C19 inhib | Pyk2 oligo antag | CYP2C9 inh | Mac1 fbg inh | MT1-MMP txn act | PLAP act | Mac1 fbg enh
COCC(C)n1c(SCC(=O)NC(=O)Nc2ccc3c(c2)OCCO3)nc2ccccc2c1=O (centres undefined)
→ 0.2 | 0.5 | 52* | -1.7 | 78* | 7 | 1.2 | 1.1 | 4
CCC(C)[C@H](N)c1nnc(SCc2cccc(F)c2)o1 (some centres undefined)
→ 1.1 | 0.4 | 62* | 0.4 | -6 | -1 | 1.2 | 1.1 | 18
CCN(CC)S(=O)(=O)c1cccc(S(=O)(=O)N2CCCCC2)c1
→ 0.5 | 0.5 | 46 | -0.53 | 53* | 3 | . | 1 | -7
O=C(O)CSc1ncnc2nc[nH]c12
→ 0.8 | 1 | -1 | 3.2 | 18 | -3 | . | 0.9 | -6
N#Cc1nc(-c2ccccc2F)oc1NCc1ccccc1
→ 0.3 | 0.6 | 38 | . | 66* | 7 | 1.1 | 0.8 | 16
O=C(NCC(=O)N(c1ccccc1)C(C(=O)NCC1CCCO1)c1ccccc1)c1ccco1 (centres undefined)
→ 1.2 | 0.9 | 14 | -0.46 | -18 | 0 | 1 | 1.7 | 7
CCC(=O)N(CC)c1nc(-c2ccc(OC)cc2)cs1
→ 0.8 | 0.9 | 5 | 0.14 | 16 | 14 | 1.4 | 1.1 | -4
C=CCn1c(N)c(C(=O)Nc2ccc(C)cc2)sc1=S
→ 0.9 | 0.9 | 6 | -0.31 | 8 | -30 | . | 0.8 | -2
Fc1ccccc1NC(=S)NCCc1ccccc1
→ 0.7 | 0.2 | 80* | 1.2 | 27 | . | . | 1 | .
Cc1onc(-c2ccccc2Cl)c1C(=O)N1CCN(c2nc3ccccc3s2)CC1
→ 0.1 | 0 | 96* | -1 | 92* | 15 | 1 | 1.9 | 2
COc1ccc(CC(=O)Nc2ccc3c(c2)CCC3)cc1S(=O)(=O)N1CCOCC1
→ 0.4 | 0.5 | 54* | -1.8 | 60* | -9 | 1 | 1.7 | 1
CCOC(=O)c1oc2c(C)c(O)ccc2c(=O)c1-c1nncn1-c1ccccc1
→ 0.8 | 0.9 | 6 | 0.65 | 24 | -21 | 1 | 1.1 | 0
CC1(C(=O)Nc2nnc(SCc3ccccc3)s2)Cc2ccccc2C(=O)O1 (centres undefined)
→ 0.2 | 0.9 | 15 | -1.5 | 79* | 34 | 1.1 | 1.4 | 2
O=C(Nc1ccc(F)cc1)c1cccc2c1C(=O)N(Cc1ccccn1)C2
→ 0.7 | 0.9 | 14 | 0.11 | 34 | -8 | 1 | 1.4 | -2
COc1ccc(N2C(=O)C(Cl)=C(N3CCCC3)C2=O)cc1
→ 0.9 | 0.7 | 34 | 0.84 | 6 | -17 | 1.1 | 1 | -6
Cc1nn(-c2ccccc2)c(=S)n1-c1ccccc1
→ 1.2 | 1.2 | -19 | 0.58 | -23 | 5 | 1.1 | 1.1 | 0
Cc1cccc(CSC2=CS(=O)(=O)c3ccccc3N2)c1
→ 0.4 | 0.5 | 54* | 0.27 | 64* | . | . | 0.9 | .
CS(=O)(=O)N(CC(N)=O)Cc1ccc(Cl)cc1
→ 1.1 | 1 | -3 | -0.46 | -8 | -36 | 1.1 | 0.8 | 7
Cc1ccc(CNC(=O)CSc2nc(N3CCCCC3)nc(N3CCCCC3)n2)cc1
→ 0.9 | 0.3 | 71* | 0.15 | 11 | -38 | 1 | 1.6 | 3
CSc1nc2ccc(N3C(=O)C4CCCCC4C3=O)cc2s1 (centres undefined)
→ 0.8 | 0.9 | 10 | -0.49 | 15 | . | . | 1 | .
COc1ccc(C(C)=O)cc1COC(=O)c1ccc(S(=O)(=O)N2CCOCC2)cc1
→ 0.1 | 0.5 | 51* | 0.65 | 94* | 1 | 1.1 | 1 | 10
CCN(C(=O)c1c(C)cc(=O)oc1C)c1ccc2c(c1)OCO2
→ 1 | 0.8 | 17 | -0.04 | 0 | 1 | 1.1 | 1 | -2
Cc1nc2ccccc2n1S(=O)(=O)c1ccc(S(=O)(=O)N2CCCCCC2)cc1
→ 0.7 | 0.9 | 11 | -0.59 | 26 | 12 | 1.1 | 1.5 | 0
CCC(=O)Nc1ccc2c(c1)ncn2-c1ccccc1
→ 0.9 | 1 | 5 | 1.9 | 11 | -2 | 1.5 | 0.9 | -3
Cc1ccc(CNC(=O)CCCNS(=O)(=O)c2cccc3nonc23)cc1
→ 1.1 | 0.6 | 38 | 0.22 | -10 | -6 | 1.1 | 1 | 5
CCOC(=O)N1CCN(C(=O)C2CCC(CNS(=O)(=O)c3ccccc3)CC2)CC1 (centres undefined)
→ 1.1 | 1 | -4 | 1.3 | -11 | 1 | 1.1 | 1.2 | -2
CCCn1c(SCC(=O)NC2CCCCC2)nnc1-c1ccncc1
→ 0.9 | 0.4 | 65* | -0.47 | 10 | -5 | 1.2 | 1 | -3
COc1ccccc1N/C(=N/c1nc(C)cc(C)n1)NC(C)=O
→ 1.1 | 1.1 | -10 | . | -5 | 1 | 1.1 | 1.1 | -2
N/C(=N\OC(=O)Nc1ccccc1)c1ncc(C(F)(F)F)cc1Cl
→ 0.8 | 0.7 | 34 | -0.78 | 23 | -33 | 1.5 | 1 | 1
O=S(=O)(CCSc1nc2ccccc2o1)c1nc2ccccc2s1
→ 0.1 | 0.2 | 82* | -3.1* | 89* | 7 | 1 | 0.7 | 6
O=C(O)CCC(=O)Nc1ccc(OCC(=O)O)cc1
→ 1.3 | 1.2 | -19 | 0.45 | -27 | 18 | 1 | 1 | -1
Cc1csc(SCC(=O)Nc2cc(C(C)(C)C)nn2-c2ccccc2)n1
→ 0.2 | 0.3 | 71* | -0.6 | 80* | -5 | 1 | 1.7 | -2
CCC1(C)Cc2c(sc3[nH]c(=S)n(Cc4ccccc4)c(=O)c23)CO1 (centres undefined)
→ 0.7 | 0.9 | 10 | -1.6 | 34 | 37 | 1 | 0.8 | -3
Cc1ccccc1NC(=O)CC1(c2ccc(N(C)C)cc2)C(=O)c2ccccc2C1=O
→ 0.6 | 0.4 | 56* | 0.32 | 36 | . | . | 1.4 | .
O=C1N/C(=N\N=C\c2ccc3ncccc3c2)SC1Cc1ccc(SC(F)F)cc1 (centres undefined)
→ 0.5 | 1 | -4 | -1.9 | 48 | 15 | . | 1.8 | -1
Cc1nc2nc(-c3ccco3)[nH]n2c(=O)c1Cc1ccccc1
→ 0.8 | 1 | -2 | 2.2 | 23 | -4 | . | 1 | 6
CCN(CC)P1(=O)OC(c2cc(OC)c(OC)c(OC)c2)=Nc2c1c(C)nn2-c1ccccc1 (centres undefined)
→ 0 | 0.2 | 78* | 3.7 | 96* | -1 | 0.9 | 1.6 | 6
Cc1ccc(NC(=O)CCC(=O)NNC(=O)c2ccco2)c(C)c1
→ 1.1 | 1 | 0 | -0.33 | -9 | . | . | 1.5 | .
CCCCCOc1ccc(C(=O)NC(CCC)C(=O)O)cc1 (centres undefined)
→ 1.1 | 1.1 | -7 | 0.37 | -5 | -5 | 1.1 | 1.2 | 4
O=C(CCCCn1c(=O)c2ccccc2n(CC(=O)NC2CCCC2)c1=O)NCc1ccco1
→ 0.4 | 0.8 | 18 | 0.18 | 62* | -5 | 1.1 | 1 | 3

Records listed so far printed as active in Pyk2 oligo antag.
Screens in order: CYP2C9 act | CYP2C19 act | CYP2C19 inhib | Pyk2 oligo antag | CYP2C9 inh | Mac1 fbg inh | MT1-MMP txn act | PLAP act | Mac1 fbg enh
O=S(=O)(CCSc1nc2ccccc2o1)c1nc2ccccc2s1
→ 0.1 | 0.2 | 82* | -3.1* | 89* | 7 | 1 | 0.7 | 6

The listing continues:
Screens in order: CYP2C9 act | CYP2C19 act | CYP2C19 inhib | Pyk2 oligo antag | CYP2C9 inh | Mac1 fbg inh | MT1-MMP txn act | PLAP act | Mac1 fbg enh
COc1ccc(S(=O)(=O)N2Cc3ccccc3CC2C(=O)O)cc1 (centres undefined)
→ 0.8 | 0.6 | 40 | 2 | 25 | -1 | . | 1.9 | -5
CCc1cc2c(=O)c(-c3ccc4c(c3)OCCO4)coc2cc1OC(=O)c1ccco1
→ 1.5 | 1 | -2 | -3.5* | -49 | 4 | 0.6 | 1.1 | -2
Cn1c(SCC(=O)NCc2ccc3c(c2)OCO3)nnc1C1COc2ccccc2O1 (centres undefined)
→ 0.7 | 0.7 | 28 | 0.08 | 34 | 4 | 1.1 | 1.6 | -2
Cn1c(CNS(=O)(=O)c2ccc(F)cc2)n[nH]c1=S
→ 1.1 | 1.1 | -14 | -0.4 | -7 | 11 | . | 1.1 | 2
NC(=S)N/N=C/c1ccccc1OCc1cccc(Cl)c1
→ 0.9 | 0.8 | 21 | 0.27 | 10 | . | . | 1 | .
CC(C)NS(=O)(=O)c1ccc(NC(=O)CCc2ccccc2)cc1
→ 0.6 | 0.8 | 22 | 0.49 | 42 | 6 | 1 | 0.8 | -2
Nc1nonc1-c1noc(CCCCCN2C(=O)c3ccccc3C2=O)n1
→ 0.9 | 0.9 | 6 | 0.24 | 13 | -4 | 1.4 | 1.1 | -1
CN=C(Nc1ccc(Cl)cc1)c1ccc(C(F)(F)F)cc1
→ 0.7 | 0.2 | 80* | 0.22 | 25 | . | . | 1 | .
Nn1c(SCC(=O)N2CCOCC2)nnc1-c1ccco1
→ 1 | 1.1 | -10 | -0.03 | 4 | 13 | 1.3 | 1.2 | -4
CC1(C)CC2(CCO1)OC(=O)CC2C(=O)Nc1cccc2ccccc12 (centres undefined)
→ 0.8 | 0.6 | 39 | 1.1 | 21 | 6 | . | 1.4 | -5
NC(=O)c1ccccc1NC(=O)c1ccccc1F
→ 1.1 | 1.1 | -8 | -1.1 | -8 | -14 | 1.1 | 1.1 | 5
O=C(O)CSc1ccccn1
→ 1 | 0.9 | 5 | 0.76 | -1 | -2 | 1.3 | 1 | -3
COc1ccc(S(=O)(=O)Cc2ccc(C(=O)N3CCOCC3)o2)cc1
→ 1 | 1.1 | -11 | . | -2 | -7 | 1.1 | 1.1 | -3
O=C(CCc1ccccc1)Nc1ccc(NC(=O)c2ccco2)nc1
→ 0.7 | 0.8 | 17 | 0.65 | 25 | -1 | 1.5 | 0.7 | -4
O=C(c1ccco1)N1CCN(CCCCN2C(=O)c3ccccc3C2=O)CC1
→ 1 | 0.9 | 9 | 2 | 4 | 3 | 0.9 | 1.2 | -2
COc1ccc(C2C(C#N)=C(N)Oc3cc(N)ccc32)cc1OC (centres undefined)
→ 0.1 | 0.3 | 75* | -0.67 | 86* | -8 | 0.5 | 1.3 | 0
Cc1ccc(S(=O)(=O)NNC(=O)c2snnc2C)cc1
→ 0.9 | 1.1 | -10 | 0.56 | 9 | 1 | 1.1 | 1.2 | 0
O=C(CS(=O)c1ccc(C(F)(F)F)cc1[N+](=O)[O-])Oc1ccc(Cl)cc1 (centres undefined)
→ 0.7 | 1 | 2 | -0.83 | 31 | -2 | 1 | 0.8 | -4
CSc1nc(NCC(C)C)c2c3c(sc2n1)CN(C)CC3
→ 0.6 | 0.7 | 33 | 0.24 | 38 | -18 | . | 0.9 | -1
C/C(=N\NC(=O)C1CC1)c1ccc(Cl)c(Cl)c1
→ 0.8 | 0.8 | 18 | 1.1 | 16 | 1 | . | 0.9 | -3
COc1[nH]c(/N=C/c2ccccc2)c(C#N)c1C#N
→ 0.3 | 0.8 | 15 | -0.44 | 75* | 16 | 1 | 1.1 | 1
CC(C)(C)n1nnnc1CN(Cc1ccc(F)cc1)Cc1ccco1
→ 0.1 | 0.1 | 93* | -0.62 | 87* | -4 | 1.2 | 1.5 | 6
CCOc1ccc(-n2c(C)nc3cc(C(=O)NCCCN4CCOCC4)ccc32)cc1
→ 0.9 | 0.7 | 35 | 0.27 | 13 | . | 0.9 | 1.4 | .
CCNC(=S)NNC(=O)c1cccc(Br)c1
→ 1 | 0.8 | 18 | 0.36 | 1 | . | . | 1.2 | .

Compound activity (PubChem BioAssay)
